SENP7 block = SENP7 protease inhibition; 330,000 tested, 1.5% active; inhibition, % at 5 µM; Q9BQF6; recombinant SENP7, Z-RLRGG-aminoluciferin luminescence, 40 min;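 active = inhibition above about 50% at the single test dose, limit read from the data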;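 note: plate controls were DMSO with enzyme for no effect and no enzyme buffer wells for full effect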
Target sequence (Q9BQF6 706-1050 limits assumed): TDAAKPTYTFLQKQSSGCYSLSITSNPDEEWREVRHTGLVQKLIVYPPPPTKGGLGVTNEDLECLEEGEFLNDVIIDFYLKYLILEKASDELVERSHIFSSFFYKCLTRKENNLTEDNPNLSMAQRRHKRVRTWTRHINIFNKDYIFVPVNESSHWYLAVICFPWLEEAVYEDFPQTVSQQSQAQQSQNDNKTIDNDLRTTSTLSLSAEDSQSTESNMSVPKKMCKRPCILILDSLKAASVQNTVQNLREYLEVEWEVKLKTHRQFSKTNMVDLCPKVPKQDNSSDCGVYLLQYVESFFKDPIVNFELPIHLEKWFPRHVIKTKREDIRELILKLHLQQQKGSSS
PfG6PD inh = PfG6PD (Plasmodium falciparum) enzyme inhibition | AID 504690 | PfGluPho enzyme, NADPH resazurin-diaphorase fluorescence | inhibition, % at 20 µM | 350,000 tested, 0.78% active;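 active = inhibition reaching at least a set limit at 20 µM in the primary screen, cut at about 59% in these data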;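 note: 0% = DMSO wells with substrate and 100% = DMSO wells lacking glucose-6-phosphate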
SENP6 block = SENP6 protease inhibition. Q9GZR1. Recombinant SENP6 catalytic domain, aminoluciferin luminescence. inhibition, % at 10 µM. 330,000 tested, 1.8% active. AID 2599;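 active = inhibition above about 50% at the single tested dose, limit read from the data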;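 note: plate controls were DMSO wells with enzyme for no effect and DMSO wells lacking enzyme for full effect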
Target sequence (Q9GZR1 628-1112 limits assumed): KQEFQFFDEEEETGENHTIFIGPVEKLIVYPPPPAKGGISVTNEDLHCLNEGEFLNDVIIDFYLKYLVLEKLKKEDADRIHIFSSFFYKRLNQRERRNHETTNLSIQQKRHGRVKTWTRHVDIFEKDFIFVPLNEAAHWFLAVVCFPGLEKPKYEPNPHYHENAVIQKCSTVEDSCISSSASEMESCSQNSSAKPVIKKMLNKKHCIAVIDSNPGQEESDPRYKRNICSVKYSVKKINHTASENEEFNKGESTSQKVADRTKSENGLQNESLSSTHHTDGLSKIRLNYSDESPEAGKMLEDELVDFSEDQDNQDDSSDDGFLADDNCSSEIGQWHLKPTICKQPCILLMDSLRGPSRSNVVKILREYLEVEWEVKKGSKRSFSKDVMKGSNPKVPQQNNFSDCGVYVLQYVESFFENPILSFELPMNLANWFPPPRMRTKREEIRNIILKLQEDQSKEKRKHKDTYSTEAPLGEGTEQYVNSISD
MPTP block = permeability transition pore inhibition. isolated mouse mitochondria, Ca2+ swelling absorbance, 30 min. inhibition, % at 10 µM. AID 602449. 360,000 tested, 1.4% active;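 active = inhibition of 50% or more, scaled per plate between neutral and stimulator controls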;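 note: 0% = DMSO wells given calcium and 100% = 1 mM EGTA wells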
ATG4B inhibitor = ATG4B (human) cysteine protease inhibition. ATG4B cleavage of LC3-PLA2, NBD-HPC fluorescence, 1 h. inhibition, % at 8.33 µM. 340,000 tested, 0.51% active. AID 504462; in the data active = inhibition above about 40%
SENP8 inh = inhibitors of human SENP8 protease; inhibition, % at 20 µM; AID 602440; recombinant SENP8, Nedd8 substrate fluorescence; 360,000 tested, 0.64% active; in the data active = inhibition mostly above about 40%, no sharp cut-off; inactive = mostly below about 27%
Target sequence (Q96LD8 whole entry, looked up): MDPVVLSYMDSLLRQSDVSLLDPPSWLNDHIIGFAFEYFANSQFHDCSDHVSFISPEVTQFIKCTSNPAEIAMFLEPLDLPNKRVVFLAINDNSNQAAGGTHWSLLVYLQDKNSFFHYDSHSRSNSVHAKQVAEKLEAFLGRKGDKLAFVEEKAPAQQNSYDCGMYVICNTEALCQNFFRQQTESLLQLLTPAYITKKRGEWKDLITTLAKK
HKDC1 inh = HKDC1 (human) hexokinase inhibition; 340,000 tested, 0.16% active; recombinant HKDC1, G6PDH/diaphorase resazurin coupled fluorescence; inhibition, % at 20 µM; AID 493160;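 active = inhibition above about 35% when tested at 20 µM, limit read from the data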;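 note: plate controls were DMSO wells with enzyme for no effect and DMSO wells lacking enzyme for full effect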
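Test system: recombinant HKDC1 (HK5) hexokinase enzyme, produced in-house / Doses: 20 µM test compound, 1% DMSO / Timing: 90 min, room temperature / Detection: G6PDH/diaphorase-coupled fluorescence, 1 mM NADP, 100 µM resazurin, 525/613 nm / Control set: DMSO wells with and without enzyme mix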
GRIN3A LBD mod = NR3A (human) ligand-binding domain modulation; NR3A LBD differential scanning fluorimetry, Tm shift; 0% = protein alone, 100% = glycine-bound protein; Tm shift relative to glycine control, % at 25 µM; 340,000 tested, 2.5% active;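 active = melting temperature shift of at least 10% of the positive control shift, at one fixed dose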
Starred values were filed as active, the others as inactive.

How did Cc1cc(C)cc(COc2ccc3c(C)c(CC(=O)O)c(=O)oc3c2C)c1 do in these assays?
SENP7 block: -4; PfG6PD inh: -11; SENP6 block: -9; MPTP block: 1.9; ATG4B inhibitor: 15; SENP8 inh: -299; HKDC1 inh: -1; GRIN3A LBD mod: -9

What do the screens show for `COc1ccc(-c2nn(-c3ccccc3)cc2C2CC(c3cccs3)=NN2C(=O)CCC(=O)O)cc1` (centres undefined)?
SENP7 block: -1; PfG6PD inh: -12; SENP6 block: 4; MPTP block: -0.3; ATG4B inhibitor: 13; SENP8 inh: -411; HKDC1 inh: 0; GRIN3A LBD mod: 0

What do the screens show for `CC1(C)CC(=O)c2sc(NC(=O)c3ccc4ncsc4c3)nc2C1`?
SENP7 block: 6; PfG6PD inh: 20; SENP6 block: -15; MPTP block: -3.0; ATG4B inhibitor: 6; SENP8 inh: -123; HKDC1 inh: 8; GRIN3A LBD mod: -29

What do the screens show for `Cc1ccc(SCc2ccc(C(=O)N3CCCCC3)cc2)cc1`?
SENP7 block: -1; PfG6PD inh: -8; SENP6 block: -17; MPTP block: -0.5; ATG4B inhibitor: 18; SENP8 inh: 15; HKDC1 inh: -15; GRIN3A LBD mod: -2

What do the screens show for `C(=C\c1ccccc1)/CSc1nnc(-c2cccnc2)o1`?
SENP7 block: -6; PfG6PD inh: -4; SENP6 block: -13; MPTP block: 0.1; ATG4B inhibitor: -3; SENP8 inh: 20; HKDC1 inh: -7; GRIN3A LBD mod: -4

How did COc1cccc(C2NC(=O)NC(C)=C2C(=O)Nc2ccc(C)cc2)c1 (centres undefined) do in these assays?
SENP7 block: 14; PfG6PD inh: 13; SENP6 block: -11; MPTP block: 0.2; ATG4B inhibitor: -10; SENP8 inh: 12; HKDC1 inh: -5; GRIN3A LBD mod: 3

What do the screens show for `COC(=O)[C@@]1(Cc2ccccc2)[C@@H]2C(=CC(=O)[C@H]2CC(=O)C(=O)N(C)C)CN1C(=O)c1ccccc1`?
SENP7 block: 1; PfG6PD inh: 1; SENP6 block: -4; MPTP block: -0.5; ATG4B inhibitor: -4; SENP8 inh: 3; HKDC1 inh: 3; GRIN3A LBD mod: -1

Results for CC(Sc1nnc(N)s1)C(=O)Nc1nccs1 (centres undefined) ?
SENP7 block: 6; PfG6PD inh: 2; SENP6 block: -7; MPTP block: -1.5; ATG4B inhibitor: -3; SENP8 inh: -1; HKDC1 inh: -4; GRIN3A LBD mod: -1

How did Cn1c(=O)c2[nH]c(SCCN3CCCCC3)nc2n(C)c1=S do in these assays?
PfG6PD inh: 14; MPTP block: -0.6; ATG4B inhibitor: -7; SENP8 inh: 14; HKDC1 inh: -6; GRIN3A LBD mod: 15*

Results for Cc1ccc(OCCN2C(=O)OC(C)(C)C2(C)O)cc1 (centres undefined) ?
SENP7 block: -3; PfG6PD inh: -14; SENP6 block: 3; MPTP block: -0.4; ATG4B inhibitor: 3; SENP8 inh: 12; HKDC1 inh: -4; GRIN3A LBD mod: 1

What do the screens show for `O=C(c1ccco1)N1CCN(C(=O)c2ccc(CS(=O)c3ccc(F)cc3)o2)CC1` (centres undefined)?
SENP7 block: -12; PfG6PD inh: -10; SENP6 block: -8; MPTP block: -0.6; ATG4B inhibitor: 3; SENP8 inh: 7; HKDC1 inh: -7; GRIN3A LBD mod: -2

How did CCOc1cc(/C=N/NC(=O)c2nn(C)cc2Br)ccc1OCc1ccccc1 do in these assays?
SENP7 block: -6; PfG6PD inh: 8; SENP6 block: -1; MPTP block: 1.9; ATG4B inhibitor: 0; SENP8 inh: -28; HKDC1 inh: -7; GRIN3A LBD mod: 10*

Ordered by formula weight (smallest number first): three of the compounds above.
Results for Cc1ccc(OCCN2C(=O)OC(C)(C)C2(C)O)cc1 (centres undefined) ?
SENP7 block: -3; PfG6PD inh: -14; SENP6 block: 3; MPTP block: -0.4; ATG4B inhibitor: 3; SENP8 inh: 12; HKDC1 inh: -4; GRIN3A LBD mod: 1

How did CCOc1cc(/C=N/NC(=O)c2nn(C)cc2Br)ccc1OCc1ccccc1 do in these assays?
SENP7 block: -6; PfG6PD inh: 8; SENP6 block: -1; MPTP block: 1.9; ATG4B inhibitor: 0; SENP8 inh: -28; HKDC1 inh: -7; GRIN3A LBD mod: 10*

What do the screens show for `COC(=O)[C@@]1(Cc2ccccc2)[C@@H]2C(=CC(=O)[C@H]2CC(=O)C(=O)N(C)C)CN1C(=O)c1ccccc1`?
SENP7 block: 1; PfG6PD inh: 1; SENP6 block: -4; MPTP block: -0.5; ATG4B inhibitor: -4; SENP8 inh: 3; HKDC1 inh: 3; GRIN3A LBD mod: -1

More results
What do the screens show for `Cc1onc(-c2ccccc2)c1C(=O)OCC(=O)NC(=O)c1ccccc1`?
SENP7 block: -5; PfG6PD inh: -2; SENP6 block: -8; MPTP block: 0.0; ATG4B inhibitor: -5; SENP8 inh: 3; HKDC1 inh: -1; GRIN3A LBD mod: 1

How did CCOc1ccc(NC(=O)NCCN2CCN(c3ccccc3F)CC2)cc1 do in these assays?
SENP7 block: -14; PfG6PD inh: -6; SENP6 block: -23; MPTP block: -0.4; ATG4B inhibitor: 5; SENP8 inh: 17; HKDC1 inh: -2; GRIN3A LBD mod: -4

What do the screens show for `O=C(c1ccc(S(=O)(=O)NCc2ccco2)cc1)N1CCCC(C(F)(F)F)C1` (centres undefined)?
SENP7 block: -1; PfG6PD inh: 8; SENP6 block: -15; MPTP block: -0.3; ATG4B inhibitor: -10; SENP8 inh: 19; HKDC1 inh: -1; GRIN3A LBD mod: -1

How did CCOC(=O)C1=C(C)N(CCCC(=O)O)C(=O)NC1c1cccs1 (centres undefined) do in these assays?
SENP7 block: -7; PfG6PD inh: 0; SENP6 block: -4; MPTP block: -0.1; ATG4B inhibitor: 2; SENP8 inh: 15; HKDC1 inh: -4; GRIN3A LBD mod: 1

Results for CCCCN1C(=N)N([C@@H](CCC)CN2CCC[C@H]2CN2C(N)=NC[C@H]2C(C)C)C[C@H]1[C@H](C)CC ?
SENP7 block: 4; PfG6PD inh: 5; SENP6 block: 19; MPTP block: -1.4; ATG4B inhibitor: 2; SENP8 inh: 14; HKDC1 inh: -3; GRIN3A LBD mod: 1

What do the screens show for `COc1ccc(Cl)cc1C(=O)Nc1cccnc1Cl`?
SENP7 block: 7; PfG6PD inh: 12; SENP6 block: 15; MPTP block: 3.5; ATG4B inhibitor: 2; SENP8 inh: 10; HKDC1 inh: -2; GRIN3A LBD mod: -2

Results for CCOc1ccc2nc(N3CCC(C(=O)N4CCN(c5ccccn5)CC4)CC3)sc2c1 ?
SENP7 block: 7; PfG6PD inh: 9; SENP6 block: 8; MPTP block: -0.8; SENP8 inh: -20; HKDC1 inh: -3; GRIN3A LBD mod: 1

How did CCCC(=O)Nc1ccccc1-c1nnn(CC(=O)Nc2ccc(OCC)cc2)n1 do in these assays?
SENP7 block: 7; PfG6PD inh: -12; SENP6 block: -3; MPTP block: 10; ATG4B inhibitor: -5; SENP8 inh: 11; HKDC1 inh: -1; GRIN3A LBD mod: -6

Results for COc1ccc(-c2oc(NC(=O)c3ccc(C)cc3)c(C#N)c2-c2ccc(OC)cc2)cc1 ?
SENP7 block: -6; PfG6PD inh: -7; SENP6 block: -4; MPTP block: 10; ATG4B inhibitor: -2; SENP8 inh: -55; HKDC1 inh: -1; GRIN3A LBD mod: -2

How did COc1cc(CNCC(O)c2ccccc2)ccc1OCc1ccc(Cl)nc1 (centres undefined) do in these assays?
SENP7 block: 4; PfG6PD inh: -16; SENP6 block: -15; MPTP block: 49; ATG4B inhibitor: 26; SENP8 inh: 27; HKDC1 inh: -1; GRIN3A LBD mod: -3

What do the screens show for `COc1ccc(-c2[nH]ncc2C=O)cc1`?
SENP7 block: 6; PfG6PD inh: -7; SENP6 block: -2; MPTP block: 11; ATG4B inhibitor: 8; SENP8 inh: 10; HKDC1 inh: 1; GRIN3A LBD mod: -5

Results for FC(F)(F)c1cccc(-n2cc(-c3ccccc3)[nH]c2=S)c1 ?
SENP7 block: -1; PfG6PD inh: 45; SENP6 block: 2; MPTP block: 0.3; ATG4B inhibitor: 20; SENP8 inh: 8; HKDC1 inh: 0; GRIN3A LBD mod: -8

Results for Cc1nnc(SCC(=O)Nc2nccs2)n1C(C)C ?
SENP7 block: -2; PfG6PD inh: 6; SENP6 block: -6; MPTP block: 1.3; ATG4B inhibitor: -2; SENP8 inh: 8; HKDC1 inh: -7; GRIN3A LBD mod: 1

What do the screens show for `CCc1nnc(NC(=O)CSc2ccc(-c3ccc(-n4cccn4)cc3)nn2)s1`?
SENP7 block: -9; PfG6PD inh: -5; SENP6 block: -23; MPTP block: -0.7; ATG4B inhibitor: -3; SENP8 inh: 2; HKDC1 inh: 0; GRIN3A LBD mod: 35*

How did O=C1c2ccccc2C(=O)c2cc(NC(=O)C3CC3)ccc21 do in these assays?
SENP7 block: 15; PfG6PD inh: -1; SENP6 block: -17; MPTP block: 1.3; ATG4B inhibitor: -4; SENP8 inh: 0; HKDC1 inh: -2; GRIN3A LBD mod: -14

What do the screens show for `Cc1ccnc(N2CCCC(C(=O)Nc3nnc(C)s3)C2)n1` (centres undefined)?
SENP7 block: 0; PfG6PD inh: -11; SENP6 block: -4; MPTP block: -1.7; ATG4B inhibitor: 7; SENP8 inh: -40; HKDC1 inh: -7; GRIN3A LBD mod: 0

What do the screens show for `O=[N+]([O-])c1ccc(NN=Cc2cccc([N+](=O)[O-])c2)cc1`?
PfG6PD inh: 12; MPTP block: 92*; ATG4B inhibitor: -5; SENP8 inh: -8; HKDC1 inh: -4; GRIN3A LBD mod: 34*

How did O=C(O)C1CC(c2ccc(F)cc2)=NO1 (centres undefined) do in these assays?
SENP7 block: 6; PfG6PD inh: -2; SENP6 block: -20; MPTP block: -0.8; ATG4B inhibitor: 2; SENP8 inh: 11; HKDC1 inh: 3; GRIN3A LBD mod: 1

Results for Cc1cc(NC(=O)c2ccno2)no1 ?
SENP7 block: -9; PfG6PD inh: -5; SENP6 block: -6; MPTP block: 0.0; ATG4B inhibitor: 1; SENP8 inh: 6; HKDC1 inh: -9; GRIN3A LBD mod: 0

How did Cc1cccc(N2C(=O)CC(N(C(=O)c3ccco3)c3cccc(C)c3)C2=O)c1 (centres undefined) do in these assays?
SENP7 block: -1; PfG6PD inh: -4; SENP6 block: -5; MPTP block: -0.9; ATG4B inhibitor: 16; SENP8 inh: 12; HKDC1 inh: 3; GRIN3A LBD mod: -1

How did COC(=O)N/N=C/c1ccc(-c2cc(Cl)ccc2Cl)o1 do in these assays?
SENP7 block: -1; PfG6PD inh: -12; SENP6 block: 0; MPTP block: -0.5; ATG4B inhibitor: -8; SENP8 inh: -47; HKDC1 inh: -3; GRIN3A LBD mod: -1

How did CCC1CCCCN1C(=O)CSc1nnc(-c2cccs2)o1 (centres undefined) do in these assays?
SENP7 block: -3; PfG6PD inh: 16; SENP6 block: -4; MPTP block: -3.5; ATG4B inhibitor: 0; SENP8 inh: -19; HKDC1 inh: -7; GRIN3A LBD mod: 0

Results for CCOC(=O)C(=Cc1c[nH]c2ccc(S(=O)(=O)N(C)C)cc12)C(=O)OCC ?
SENP7 block: 2; PfG6PD inh: 1; SENP6 block: 3; MPTP block: 2.7; ATG4B inhibitor: -2; SENP8 inh: 1; HKDC1 inh: 4; GRIN3A LBD mod: 0

What do the screens show for `CCc1cccc(NC(=O)Cc2ccc([N+](=O)[O-])cc2)c1`?
SENP7 block: 4; PfG6PD inh: 5; SENP6 block: 5; MPTP block: 14; ATG4B inhibitor: -19; SENP8 inh: 13; HKDC1 inh: -4; GRIN3A LBD mod: -1

What do the screens show for `Cc1cc(C(=O)Nc2ccc(C)c(S(=O)(=O)N3CCOCC3)c2)c2ccccc2n1`?
SENP7 block: -5; PfG6PD inh: -6; SENP6 block: 1; MPTP block: 2.1; ATG4B inhibitor: -10; SENP8 inh: 10; HKDC1 inh: 4; GRIN3A LBD mod: 0

What do the screens show for `COc1ccc(NC(=O)C2CCCN2C(=O)OCc2ccccc2)c(OC)c1` (centres undefined)?
SENP7 block: -12; PfG6PD inh: -2; SENP6 block: -4; MPTP block: 0.4; ATG4B inhibitor: -11; SENP8 inh: 4; HKDC1 inh: -4; GRIN3A LBD mod: -5
